STAT3 activator – STAT3 signaling activation; hit rate 0.91% among 190,000; U3A cells, IL-6 STAT3-luciferase reporter, luminescence; 100% = signal with IL-6 EC80 alone; activation (% of control), % at 5.6 µM;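 active = activation above the screen-wide mean of compound activation plus 3 SD, cut at about 130% in these data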;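 note: 0% = background luminescence of wells with medium and substrate only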
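Test system: STAT3-luciferase reporter U3A cells; Detection: reporter luminescence signal; Times: 1 h compound pre-exposure, 6 h IL-6 stimulation, 37 °C; Benchmarks: IL-6-only high control; Also added: IL-6 stimulus at 33 ng/mL final.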
STAT1 blocker – reduces IFN-gamma driven STAT1 reporter signal. NIH 3T3 STAT1-luciferase reporter, luminescence. inhibition, % at 5.5 µM. hit rate 0.35% among 200,000. AID 920;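 active = inhibition above a set limit, the mean inhibition across all tested compounds plus 3 SD, cut at about 34% in these data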;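 note: 0% = IFN-gamma with DMSO and 100% = IFN-gamma with 300 µM nifuroxazide; values of inactives mirror those of a sister screen read the other way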
TLR4 MyD88 comp – TLR4-MyD88 interaction inhibition in cells | inhibition, % at 8.4 µM | AID 861 | hit rate 0.18% among 200,000 | O00206+Q99836 | HeLa CL3-4 TLR4/MyD88 BLA complementation, FRET ratio; in the data active = inhibition above about 25%;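 note: 0% = vehicle and 100% = reference inhibitor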
Target sequence (O00206 whole entry, looked up): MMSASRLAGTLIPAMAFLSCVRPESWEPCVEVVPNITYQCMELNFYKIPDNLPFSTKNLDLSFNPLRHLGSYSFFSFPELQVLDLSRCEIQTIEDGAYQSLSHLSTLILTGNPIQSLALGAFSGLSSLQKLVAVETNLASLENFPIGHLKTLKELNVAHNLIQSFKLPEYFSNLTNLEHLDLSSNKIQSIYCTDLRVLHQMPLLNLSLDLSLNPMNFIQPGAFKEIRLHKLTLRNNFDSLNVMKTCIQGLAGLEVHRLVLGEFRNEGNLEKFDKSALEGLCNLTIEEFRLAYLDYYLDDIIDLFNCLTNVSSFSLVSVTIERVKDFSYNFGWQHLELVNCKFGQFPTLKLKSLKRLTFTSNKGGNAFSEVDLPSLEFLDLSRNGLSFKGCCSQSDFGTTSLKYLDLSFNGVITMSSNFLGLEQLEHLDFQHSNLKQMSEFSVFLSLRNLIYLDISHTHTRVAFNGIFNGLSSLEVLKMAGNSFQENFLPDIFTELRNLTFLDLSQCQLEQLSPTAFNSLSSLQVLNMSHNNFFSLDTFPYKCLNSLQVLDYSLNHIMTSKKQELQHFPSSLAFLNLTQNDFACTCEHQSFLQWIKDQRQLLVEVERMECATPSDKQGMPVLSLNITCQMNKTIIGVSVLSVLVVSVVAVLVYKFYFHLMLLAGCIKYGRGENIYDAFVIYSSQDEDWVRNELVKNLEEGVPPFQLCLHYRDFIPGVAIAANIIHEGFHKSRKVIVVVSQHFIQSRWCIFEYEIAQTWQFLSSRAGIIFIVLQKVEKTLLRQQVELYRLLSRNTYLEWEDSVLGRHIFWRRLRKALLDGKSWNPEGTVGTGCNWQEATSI
Target sequence (Q99836 whole entry, looked up): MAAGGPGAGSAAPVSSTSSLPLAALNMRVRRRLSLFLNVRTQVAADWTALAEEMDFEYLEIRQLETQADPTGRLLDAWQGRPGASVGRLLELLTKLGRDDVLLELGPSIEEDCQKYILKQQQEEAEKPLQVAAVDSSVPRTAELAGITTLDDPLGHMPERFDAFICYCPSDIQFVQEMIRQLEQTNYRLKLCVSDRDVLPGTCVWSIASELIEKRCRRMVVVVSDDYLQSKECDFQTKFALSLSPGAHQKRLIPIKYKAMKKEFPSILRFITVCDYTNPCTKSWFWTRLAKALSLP
APP transl inh – APP translation inhibition; AID 1285; inhibition, % at 2 µM; hit rate 0.82% among 190,000; SH-SY5Y APP 5'UTR-luciferase reporter, luminescence;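 active = inhibition above a set limit, derived from the sample mean plus 3 SD, cut at about 45% in these data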; note: values of inactives mirror those of a sister screen read the other way
Diaphorase inh – diaphorase inhibition or chemical oxidation counter-screen | diaphorase resazurin-to-resorufin fluorescence, NADH, 16 min; bacterial (C. kluyveri) enzyme, not human | inhibition, % at 20 µM | hit rate 0.69% among 190,000 | AID 1217;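 active = primary screen inhibition at 20 µM above a set limit, cut at about 50% in these data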;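 note: plate controls were DMSO with full reaction for no effect and wells lacking NADH for full effect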
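Benchmarks: positive control wells lacking NADH, neutral wells with DMSO only. System: bacterial diaphorase enzyme (C. kluyveri). Input: 0.14 U/mL diaphorase, enzyme working solution. Detection: resorufin fluorescence, excitation 544 nm, emission 590 nm. Times: 16-min room-temperature incubation before reading.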
STAT3 blocker – STAT3 signaling inhibition | U3A cells, IL-6 STAT3-luciferase reporter, luminescence; host cell line lacks STAT1 | AID 862 | hit rate 0.89% among 190,000 | inhibition, % at 5.5 µM;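 active = inhibition above the mean inhibition across all screened compounds plus 3 SD, cut at about 44% in these data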;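 note: 0% = DMSO only wells and 100% = 100 µM nifuroxazide control wells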
Hsp70 activator – Hsp70 transcriptional activation, primary screen; HeLa Hsp70 promoter luciferase reporter, luminescence; scaled: vehicle 0, proteasome-inhibitor control 100%; activation, % at 10 µM; hit rate 0.04% among 200,000;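 active = activation above the mean across all tested compounds plus 3 SD, cutoff set per campaign, cut at about 5.5% in these data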;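 note: 100% = MG132 at 30 µM as the positive control and 0% = DMSO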
STAT1 activator – STAT1 signaling activation. activation (% of control), % at 5.5 µM. NIH 3T3 STAT1-luciferase reporter, IFN-gamma, luminescence; 100% = IFN-gamma alone, no compound. hit rate 2.6% among 200,000. AID 932;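 active = activation above the screen-wide mean activation plus 3 SD, cut at about 130% in these data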;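 note: raw ratio to IFN-gamma control signal so 100% means no change and 0% no light; values of inactives mirror those of a sister screen read the other way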
G6PDH counter – inhibits Leuconostoc G6PDH, flagging false hits in G6PDH-based assays | Purified L. mesenteroides G6PDH, diaphorase/resazurin coupled fluorescence, 45 min | inhibition, % at 5 µM | hit rate 0.12% among 200,000 | AID 1020; in the data active = inhibition above about 50%
Diaphorase act – activates diaphorase or chemically reduces, flagging diaphorase assay artifacts. AID 1229. activation factor at 20 µM. Diaphorase/resazurin coupled assay, resorufin fluorescence, 16 min; hits give high values; 1 = vehicle wells, 0 = NADH-free wells. hit rate 0.005% among 190,000;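 active = diaphorase activity raised at least twofold by the compound at 20 µM; inactive = activation factor below 2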
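Material: bacterial diaphorase enzyme (C. kluyveri); amount: enzyme 0.07 U/mL final; reagent: NADH substrate 0.114 mM plus resazurin dye 0.1 mM, final; doses: single compound dose of 20 µM, 1% DMSO final; timing: 16 min enzyme reaction, ambient temperature; measured by: fluorescence of resorufin, 544 nm excitation, 590 nm emission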
Active calls of the source: *; · = not tested or not shown; & = joins results of further samples.

SMILES	STAT3 activator	STAT1 blocker	TLR4 MyD88 comp	APP transl inh	Diaphorase inh	STAT3 blocker	Hsp70 activator	STAT1 activator	G6PDH counter	Diaphorase act
Clc1ccc(OCc2nc(-c3ccncc3)no2)c(Cl)c1	101	-81	5	-144	11	3	-0.1	174*	-23	0.9
CC(C)(C)C(=O)NC(=S)Nc1ccccc1N1CCCC1	102	7	9	-2	-10	0	-0.2	94	4	1.1
Cc1ccc2cc3c(N)[nH]nc3nc2c1	96	-1	2	-2	18	-1	-0.1	101	0	0.8
COCCNC(=O)C(c1ccco1)N(C(=O)Cn1nnc2ccccc21)c1ccccc1C (configuration not stated)	106	-5	-4	2	7	-3	-0.3	104	-8	0.9
Cc1cccc(Cn2ccc(-c3ccc(Cl)cc3)c(C#N)c2=O)c1	102	6	-3	10	8	9	0.2	94	-2	0.9
COc1cc(/C=N/NC(=O)CC2(C)OCCO2)cc(Br)c1O	101	-3	1	-15	0	1	-0.1	102	1	1
O=C(COC(=O)CCc1ccc(S(=O)(=O)N2CCOCC2)cc1)Nc1ccc(Cl)cn1	106	3	10	-12&4	14	-2	-0.3	98	1	0.9
O=C(CN1CCN(S(=O)(=O)c2ccccc2)CC1)Nc1ccc2c(c1)CCC2	103	-5	-1	-9	16	-3	-0.3	104	18	0.8
NC(=O)NC(CC(=O)OCC(=O)NC(=O)NCc1ccco1)c1ccc(Cl)cc1 (configuration not stated)	96	-2	-5	55*	14	12	0.2	102	-2	0.9
CC(C)CN1CCN(Cc2ccc3ncccc3c2)CC1CCO (configuration not stated)	102	-2	-11	-1	17	9	0.1	101	10	0.8
Cc1ccn(C(=O)c2cc3cc(Cl)ccc3oc2=O)n1	107	-6	9	6	2	-2	-0.5	106	4	1
COCCNC(=O)c1c(N)sc2c1CCCC2	97	8	3	0	4	11	-0.3	93	7	1
CCn1cc(C(=O)N2CCN(C(=O)c3ccco3)CC2)c2cc(OC)c(OC)cc2c1=O	102	-6	-1	-10	17	4	-0.4	106	1	0.8
CC(=O)Nc1ccc(NC(=O)c2cc(-n3cnnc3)ccc2Cl)cc1	103	-1	13	17	8	3	0.1	102	11	0.9
Cc1nc2ccc(-c3nc4ccccc4o3)cc2[nH]1	72	-104	-15	-143	13	36	0.0	195*	2	0.9
CCSc1nnc(Cn2c(=O)sc3ccccc32)n1C	99	5	-8	-5	18	2	0.3	96	0	0.8
CCOC(=O)C(=O)Nc1ccc(Oc2ccccc2)cc1	105	0	12	-3	40	0	-0.2	102	6	0.6
Cc1cc([N+](=O)[O-])nn1CC(=O)Nc1sc2c(c1C(N)=O)CCCC2	94	-2	1	10	17	10	-0.2	100	1	0.8
N#Cc1ccsc1NC(=O)CSc1ncnc2ccccc12	148*	17	-10	2	13	-50	-0.5	85	0	0.9
Cc1ccc(CNC(=O)Cn2nnc3ccccc3c2=O)cc1	105	-10	-2	14	-8	-1	-0.2	109	14	1.1
O=C(CN(C(=O)Cn1nnc(-c2ccccc2F)n1)c1cnc2ccccc2c1)NCC1CCCO1 (configuration not stated)	91	-3	7	-3	6	21	-0.2	102	12	0.9
Cc1ccc(-n2c(C)nc3c(cnn3-c3ccc(C)c(C)c3)c2=O)cc1C	93	-6	5	-5	24	14	-0.4	106	5	0.8
Cc1ccc(C)c(NC(=O)Cn2nc(C(F)(F)F)cc2C2CC2)c1	102	1	-5	-11	2	-4	-0.5	99	2	1
COc1ccccc1CNC(=O)c1cccc(NC(=O)c2ccccc2)c1	97	16	-2	-9	24	12	0.3	85	3	0.8
Fc1ccc(NC(=S)N/N=C/c2ccc(F)c(F)c2)cc1	100	-16	2	-36	13	4	0.1	115	5	0.9
O=C(O)CCc1ccc(-c2ccccc2)n1CC1CCCO1 (configuration not stated)	106	1	17	-6	10	-4	-0.1	99	-5	0.9
O=C(CSc1nncs1)NC(=O)NCc1ccco1	104	2	10	-10	11	0	-0.2	100	4	0.9
CCN(CC(=O)NCc1cccs1)c1ccc(S(=O)(=O)N2CCOCC2)cn1	109	0	11	-12	15	-3	-0.4	100	5	0.8
Cc1cc(C)c2c(c1)-c1cc(C)nn1C(c1ccc3c(c1)OCO3)N2 (configuration not stated)	110	-2	-6	0	3	-2	-0.1	102	3	1
CC(CC(=O)O)CC1=NS(=O)(=O)c2ccccc2N1 (configuration not stated)	102	-1	-3	20	22	4	-0.1	100	10	0.8
O=C1Nc2ccc(Cl)cc2C12Nc1ccccc1-c1nnc(SCc3ccccc3F)nc1O2 (configuration not stated)	108	12	4	4	14	-12	-0.2	90	8	0.9
C[C@@H]1C[C@@H]2O[C@H]2/C=C\C=C\C(=O)Cc2c(Cl)c(O)cc(O)c2C(=O)O1	·	41*	9	95*	21	·	0.4	61	20	0.8
Cc1ccc(-c2nnc(N3CCN(C(=O)c4ccco4)CC3)c3ccccc23)cc1	102	-11	-8	8	13	4	-0.2	109	6	0.9
CCc1cc2ccc(OC)cc2nc1SCC(=O)NNC(=O)c1ccco1	106	-3	-6	11	23	0	0.1	101	9	0.8
Cc1[nH]c2ccccc2c1/C=N/NC(=O)c1cccc(F)c1	98	-12	0	-10	18	6	0.1	110	13	0.8
O=C(Nc1cccc(Cl)c1)N1CCN(Cc2ccccc2)CC1	105	-17	-13	-30	14	-1	0.2	115	-12	0.9
CCS(=O)(=O)N1CCN(c2ncnc3sc(C)c(C)c23)CC1	101	10	12	-23	9	2	-0.2	91	8	0.9
CCOc1ccc(N2C(=O)CC(N3CCc4ccccc43)C2=O)cc1 (configuration not stated)	95	-7	7	12	-4	6	-0.1	110	4	1
Cc1nn(Cc2ccccc2)c(Cl)c1C(=O)OC(C)C#N (configuration not stated)	94	4	-4	-3	0	7	0.0	96	10	1
COc1ccc(-n2cc(-c3ccc(Br)cc3)[nH]c2=S)cc1	107	-11	-3	-15	6	-6	-0.2	110	-3	0.9
O=C(Nc1cccc(-c2nnc(-c3ccco3)o2)c1)c1ccccc1	76	-13	-3	-9	6	33	-0.2	110	8	0.9
O=[N+]([O-])CC(=Nc1ccc(Cl)cc1)N/N=C\c1oc(O)c2ccccc12	136*	-5	10	4	22	-37	-0.2	104	2	0.8
Cc1cc(C)cc(OCC(=O)Nc2ccc3c(c2)OCCO3)c1	84	-4	2	-1	12	24	-0.1	102	7	0.9
CCOc1cccc(C(=O)NC(=S)Nc2cccnc2)c1	111	-15	-14	-9	18	-13	0.1	114	12	0.8
O=C(NCc1ccccc1Cl)c1ccc(Br)o1	97	0	-1	-3	7	8	0.1	97	11	0.9
Cc1ccc(C)c(NC(=O)CSc2nc(N)c(NC(=O)c3cccs3)c(=O)[nH]2)c1	104	0	1	-17	6	-4	0.1	100	5	0.9
CCn1cc([N+](=O)[O-])c(C(=O)Nc2nc(-c3ccc(C)cc3)c(C)s2)n1	56	21	-2	2	1	56*	-0.4	81	16	1
O=C1C(Cl)=C(NCCCN2CCOCC2)C(=O)N1CCc1ccccc1	96	-22	7	51*	13	4	-0.4	121	15	0.9
CC(C)NC(=O)NC(=O)COc1ncnc2sccc12	107	5	7	7	-11	-2	-0.2	97	22	1.1
O=S(=O)(c1ccc(F)cc1)N1CCN(c2nc(-c3ccc(F)cc3)cs2)CC1	106	6	-5	-3	5	-3	-0.3	95	2	1
The list goes on:
SMILES	STAT3 activator	STAT1 blocker	TLR4 MyD88 comp	APP transl inh	Diaphorase inh	STAT3 blocker	Hsp70 activator	STAT1 activator	G6PDH counter	Diaphorase act
NC(=O)Nc1ccc(F)cc1	107	-6	-1	6	4	-4	0.1	106	0	1
CCN(CC)c1ccc(/C=C2\CCC(/C=C(\C#N)C(=O)Nc3ccccc3F)=C2N2CCOCC2)cc1	97	6	10	24	24	2	-0.1	94	-8	0.8
O=C(Nc1nc2ccccc2n1CCN1CCCCC1)c1ccco1	123	1	-3	-13	11	-24	-0.4	99	6	0.9
CC1CN(c2ncnc3c2c(-c2ccccc2)cn3-c2ccc(F)cc2)CC(C)O1 (configuration not stated)	97	2	-3	-14	13	5	-0.3	98	-5	0.9
O=c1nc2cccc3c2=c(/c1=C(\O)c1ccccc1)c1ccccc1c3=O	91	1	3	-16	14	14	0.1	98	10	0.9
CC(C)(C)n1cnc2cc(NS(=O)(=O)c3ccc(Br)cc3)ccc21	102	8	-1	10	7	-2	0.0	92	-3	0.9
CC(=O)Nc1ccc(S(=O)(=O)N2CCSC2C(=O)O)cc1 (configuration not stated)	101	7	-3	8	9	-1	-0.3	90	16	0.9
COc1ccccc1NC(=O)c1ccc(CS(=O)(=O)c2ccc(C)cc2)cc1	83	0	5	10	12	28	-0.2	99	13	0.9
CC1Cc2ccccc2N1C(=O)CSc1nnc(-c2ccc(S(=O)(=O)N3CCOCC3)cc2)n1C (configuration not stated)	97	0	6	3	8	3	-0.3	100	9	0.9
O=C(CC1CS(=O)(=O)CC1CC(=O)Oc1ccccc1F)Oc1ccccc1F (configuration not stated)	91	14	8	-11	6	15	-0.2	88	-1	0.9
COc1ccc2c3c1O[C@H]1C[C@@H](O)C=C[C@@]31CCN(C)C2	·	·	·	·	8	·	0.1	·	1	0.9
COCCCNC(=O)/C(C#N)=c1\s/c(=C\c2ccccc2OC(F)F)c(=O)n1CCCOC	107	-3	-7	-5	4	-13	0.0	103	26	1
COc1ccc(F)cc1S(=O)(=O)Nc1cccc(C(=O)O)c1	96	0	-9	-1	0	5	-0.2	100	-4	1
CCN1C(=O)C(CC(=O)Nc2ccc(OC)cc2)N(Cc2ccc3c(c2)OCO3)C1=S (configuration not stated)	103	6	0	10	11	-3	-0.2	94	4	0.9
Cc1ccc(-c2nnc(-n3nnc4ccccc43)c3ccccc23)cc1	86	1	10	-8	-8	28	0.1	99	2	1.1
O=C(CSc1nnc(Cc2cccs2)n1-c1ccccc1)NCc1ccc2c(c1)OCO2	99	4	1	-5	17	6	0.2	96	-7	0.8
CC(=O)c1ccc(OCCCC(=O)Nc2ccc(C)c(S(=O)(=O)N(C)C)c2)cc1	88	4	-13	15	4	13	-0.1	96	-1	1
N#Cc1ccccc1OCCCNC1CCCC1	90	2	3	2	-3	17	-0.4	96	2	1

3 compounds already listed, ordered by the value under Diaphorase act, high to low:
| Compound | Diaphorase act |
| --- | --- |
| N#Cc1ccccc1OCCCNC1CCCC1 | 1 |
| COc1ccc2c3c1O[C@H]1C[C@@H](O)C=C[C@@]31CCN(C)C2 | 0.9 |
| O=C(CSc1nnc(Cc2cccs2)n1-c1ccccc1)NCc1ccc2c(c1)OCO2 | 0.8 |

Bioassay records as filed in PubChem BioAssay.
